MCF10A rerep – induces DNA re-replication in MCF 10a normal breast cells; 350,000 compounds, 2.9% hits; Potency, µM (series often up to 46.1 µM), without a hit: top-dose activity, positive = re-replication, actives largely listed as activators; MCF 10A DNA re-replication, Hoechst nuclear intensity, 48 h; further: potency means the concentration at half of the fitted maximal effect; % of control where 0% means no effect; nearly all actives have a fitted effect of over 50% in size
SW480 rereplic – induces DNA re-replication in SW480 colon adenocarcinoma cells; SW480 DNA re-replication, Hoechst DNA content imaging, 48 h; Potency, µM (series often up to 46.1 µM), for the others: at the highest dose re-replication activation, actives largely listed as activators; 340,000 compounds, 1.8% hits; AID 624297; further: potency means the concentration at half of the fitted maximal effect; % of control where 0% means no effect; nearly all actives have a fitted effect of over 55% in size
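Compounds, transferred as 23 nL by pin tool, were incubated with cells for 48 hr; DNA content per nucleus was then quantified by Hoechst staining and fluorescence plate imaging.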
HT1080 IDH1KD tx – kills HT-1080 cells with IDH1 knockdown; AID 686971; 360,000 compounds, 2% hits; Potency, µM (series often up to 46.1 µM), for inactives: at the top dose activity, negative = toxicity, most hits filed as cytotoxic; HT-1080 IDH1 knockdown viability, ATP luminescence, 48 h;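 further: potency means the concentration at half of the fitted maximal effect; 0% = DMSO wells and -100% = cell-free medium wells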
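Assay cells: HT-1080 with IDH1 knockdown, 750 per well, RPMI/5% FBS. Exposure: 48 h at 37 °C following 2 h pre-incubation. Read: CellTiter-Glo luminescence; fitted concentration-response, curve class assigned.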
S2 tox – cell viability loss in ATXN counter-screen; AID 651635; Potency, µM (highest dose often 56.7 µM), most hits filed as cytotoxic; S2 cells (HEK-293 line with an ATXN2-luciferase reporter) viability, CellTiter-Fluor protease fluorescence, 24 h; 400,000 compounds, 0.49% hits; further: potency means the concentration at half of the fitted maximal effect; nearly all actives have a fitted effect of over 40% in size
HT1080-NT tox – kills 2HG-producing HT-1080-NT fibrosarcoma cells | Potency, µM (titrated, usually from 46.1 µM), without a hit: top-dose activity, negative = less viability, usual class: cytotoxic | AID 686970 | HT-1080-NT fibrosarcoma viability, CellTiter-Glo ATP luminescence, 48 h | 360,000 compounds, 1.6% hits;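 further: NT is the 2HG producing partner of a matched IDH1 knockdown line; potency means the concentration at half of the fitted maximal effect; 0% = DMSO-treated cells and -100% = media-only wells without cells; nearly all actives have a fitted effect of over 55% in size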
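Fibrosarcoma NT cells, 750 per well in 5% FBS RPMI, were exposed to compound for 48 hours. Viability: CellTiter-Glo luminescence.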
IL1B secr inh – inflammasome signaling inhibition, IL-1 beta readout | THP-1 LPS/ATP IL-1B secretion, AlphaLISA, 16 h; hits give low values | activity change, % at 57.5 µM | 360,000 compounds, 4.7% hits | AID 743279; in the data active means activity change below about -50%; inconclusive means mostly about -30% to -49%; further: on the % scale 0 is the no-effect control and ±100 the full control effect
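THP-1 cells pretreated 1 hr with compounds (up to 57.5 uM final), then stimulated with LPS (250 ng/mL final) plus ATP (1.25 mM final); secreted IL-1B measured by AlphaLISA after 16 hr, decreased signal indicating inhibition.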
HepG2 viability – kills HepG2 cells in TGF-b inhibitor counter-screen; AID 588856; HepG2 CAGA-GFP viability, ATP luminescence, 18 h; Potency, µM (highest dose often 46.1 µM), for inactives: top-dose activity change, negative = cytotoxicity, most hits filed as cytotoxic; 410,000 compounds, 0.76% hits; further: potency means the concentration at half of the fitted maximal effect; some results filed as inactive show a strong effect at the top dose
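HepG2 CAGA-GFP cells (1000/well, DMEM with 1% FBS) received compound, then TGF-beta at 500 pg/mL final, and were incubated 18 hours at 37 degrees C. Viability was read by CellTiter-Glo luminescence. Media-only wells were set as complete cell-killing and DMSO as no toxicity.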
ATXN2 expr inh – reduces ATXN2 reporter expression in HEK-293 cells; HEK-293 ATXN2-luciferase reporter, luminescence, 24 h; Potency, µM (series often up to 57 µM), for inactives: top-dose activity change, negative = inhibition, usual class: inhibitors; 360,000 compounds, 0.72% hits; further: potency means the concentration at half of the fitted maximal effect; on the % scale 0 is the no-effect control and ±100 the full control effect; nearly all actives have a fitted effect of over 55% in size
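ATXN2-luciferase reporter cells (luciferase flanked by upstream and downstream ATXN2 gene portions) were treated 24 h at 37 °C with compounds at up to 57 uM. SteadyGlo luminescence gave expression; GF-AFC fluorescence gave viability.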
KB-3-1 cytotox – KB-3-1 parental cell cytotoxicity; KB-3-1 viability, CellTiter-Glo ATP luminescence, 72 h; Potency, µM (series often up to 46.1 µM), for the others: at the top dose activity change, negative = cytotoxic, usual class: cytotoxic; 400,000 compounds, 1.4% hits; AID 1347075; further: potency means the concentration at half of the fitted maximal effect; on the % scale 0 is the no-effect control and ±100 the full control effect; nearly all actives have a fitted effect of over 60% in size
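72 h, 37 °C compound treatment of KB-3-1 parental cells; CellTiter-Glo added, 10 min, luminescence read. Data corrected against DMSO-only plates and normalized before curve fitting.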
Active calls of the source: *; i = inactive; ? = inconclusive; / = not tested or not shown; & = joins results of further samples; [ ] = remark or other dose. Unless noted, the call rests on the fitted dose curve; in most records, active means well fitted curve in the direction sought with a large enough effect; inconclusive means small, poorly fitted or top-dose-only effect, or another doubt; inactive means no such curve, though single readings can be large; an effect the other way counts as inactive or inconclusive. This is a subset (hit frequency here may not be typical).

SMILES	MCF10A rerep	SW480 rereplic	HT1080 IDH1KD tx	S2 tox	HT1080-NT tox	IL1B secr inh	HepG2 viability	ATXN2 expr inh	KB-3-1 cytotox
N[C@@H](Cc1c[nH]c2ccccc12)c1nnc(SCc2ccccc2)o1	13.2%	2.0%	1.0%	i	6.6%	?	-24.8%	7.9%	-4.0%
C=CCn1c(O)c(C=Nc2ccc(N(CC)CC)cc2)c(=O)[nH]c1=O	?	6.7%	7.1%	i	6.0%	-0.8	-7.5%	-12.1%	2.4%
O=C1/C(=C/c2cccnc2)N2CCC1CC2	0.3%	2.2%	3.9%	i	?	-14.3	-37.1%	11.8%	-0.1%
CCOc1ccc(NS(=O)(=O)c2ccc(Cl)c(N=Nc3c(O)[nH]c(=S)[nH]c3=O)c2)cc1Br	/	/	3.7%	/	1.1%	10.0	-47.5%	/	-0.5%
COc1ccc(CN2CCCC(C(=O)c3sccc3C)C2)cc1O (stereo not given)	-5.4%	-16.0%	-11.6%	i	12.8%	17.1	-27.4%	1.4%	?
O=C(CNC(=O)c1ccccc1Cl)Nc1ccc(Br)cc1C(=O)c1ccccc1	-8.3%	2.8%	-19.6%	i	-17.2%	0.6	-16.4%	-11.3%	-1.1%
C#C[C@]1(O)CCC2C3C(=O)C=C4C(Cl)=CCC[C@]4(C)C3CC[C@@]21C (stereo not given in full)	18.4µM*	?	32.6µM*	i	10.3µM*	-90.3*	-2.9%	-25.5%	-10.4%
[N-]=[N+]=CC(=O)OC[C@H](N)C(=O)O	?	?	6.3%	i	-1.1%	-12.0	1.6%	2.0%&5.2%	0.0%
COc1ccc([C@@H](O)[C@@H](N)c2ccccc2)cc1	16.4%	-6.0%	15.2%	i	11.0%	22.9	25.2%	-2.8%	3.3%
CC1(C)Cc2c(C#N)c(N3CCNCC3)nc(-c3ccco3)c2CS1	53.4%	?	-8.7%	i	2.0%	-50.4*	-41.6%	-22.5%	-0.4%
CC1CCC2C(C)C(=O)OC3OC4(C)CCC1C32OO4 (stereo not given)	-2.0%	10.4%	-23.8%	i	-15.5%	-13.1	-7.2%	-9.0%	-12.5%
Cc1cccc(N2C(=O)NC(=O)/C(=C/c3cc4c(cc3[N+](=O)[O-])OCO4)C2=O)c1	0.6%	-7.0%	7.0%	/	7.7%	16.0	-10.8%	-0.5%	-3.2%

Reprinted from the part before: 3 compounds, then new ones.
SMILES	MCF10A rerep	SW480 rereplic	HT1080 IDH1KD tx	S2 tox	HT1080-NT tox	IL1B secr inh	HepG2 viability	ATXN2 expr inh	KB-3-1 cytotox
CC1(C)Cc2c(C#N)c(N3CCNCC3)nc(-c3ccco3)c2CS1	53.4%	?	-8.7%	i	2.0%	-50.4*	-41.6%	-22.5%	-0.4%
CC1CCC2C(C)C(=O)OC3OC4(C)CCC1C32OO4 (stereo not given)	-2.0%	10.4%	-23.8%	i	-15.5%	-13.1	-7.2%	-9.0%	-12.5%
Cc1cccc(N2C(=O)NC(=O)/C(=C/c3cc4c(cc3[N+](=O)[O-])OCO4)C2=O)c1	0.6%	-7.0%	7.0%	/	7.7%	16.0	-10.8%	-0.5%	-3.2%
CC[N+](CC)(CC)CCOc1cccc(OCC[N+](CC)(CC)CC)c1OCC[N+](CC)(CC)CC	-33.1%&8.7%[inhibitor]	0.6%&-2.1%	11.6%	i	24.6%	74.9	-2.1%	-2.1%&11.3%&-8.5%	0.0%
C[C@H]1CNC(=O)c2c(C(=O)Nc3ccc(CNC(=O)OC(C)(C)C)cc3)ncn21	/	/	-8.9%	?	-19.5%	-12.9	-8.7%	?	-7.6%
COc1ccccc1N1C(=O)CC(=O)NC1=O	0.0%	4.7%	-1.7%	i	0.3%	4.8	5.4%	/	0.0%
CCC(=O)Nc1ccc(C(=O)OCc2ccccc2Cl)cc1	?	1.5%	3.3%	?	3.4%	0.9	-7.3%	69.9%[activator]	3.5%
N#Cc1c(/N=C/c2c(O)n(Cc3ccco3)c(=O)[nH]c2=O)sc2c1CCCC2	18.8%	-6.3%	-5.5%	i	0.1%	1.6	-4.1%	-10.0%	3.5%
COCCNC(=O)N1[C@H]2CC[C@@H]1C(C(=O)OC)=C(c1cccc(C#N)c1)C2	6.7%	2.9%	4.5%	i	0.1%	11.2	-14.1%	6.9%	14.7%
Cc1cc(N(CCCl)CCCl)ccc1C=Cc1ccncn1	?	?	?	/	-5.1%	-15.4	-9.1%	-33.7%	-3.6%
O=C1NC(=O)C(=Cc2ccccc2[N+](=O)[O-])C(=O)N1	-6.8%	-7.4%	8.5%	i	14.1%	12.6	-4.5%	-19.2%	5.6%
CN1CC(Br)C(=O)NC1=O (stereo not given)	-1.5%	-7.0%	?	?	6.2%	6.7	4.8%	4.3%	0.0%
O=C(Cc1ccc([N+](=O)[O-])cc1)N1CCN(Cc2ccc3c(c2)OCO3)CC1	0.3%	-55.8%[inhibitor]	4.0%	i	0.6%	/	3.8%	-8.3%	-1.7%
CCOc1ccc(-n2c(-c3ccoc3)nc3ccccc3c2=O)cc1	-8.6%	5.1%	4.7%	i	1.7%	-15.4	1.5%	-14.1%	-3.3%
CCCCOc1ccc(Cn2c(=O)oc3ccccc32)cc1	?	6.9%	-5.4%	i	0.5%	18.4	-0.3%&9.7%	-7.1%&5.8%	-22.2%&0.8%
O=C(c1ccccc1F)c1cn(Cc2ccc(F)cc2)c2ccccc12	?	?	-5.9%	i	0.2%	?	5.3%	-9.9%	-26.7%
C/C(=N\NP(=S)(c1ccccc1)c1ccccc1)c1ccc(O)cc1O	1.2%	-11.9%	-24.7%	i	?	-17.4	-13.4%	-1.7%	3.3%
Fc1ccc2c(c1)nnn2C1CCN(Cc2c(Cl)cccc2Cl)CC1	1.6%	-3.1%	0.3%[9.24 µM]	?	1.4%	-2.6	-12.8%	-3.1%	-27.7%
Cc1cc(O)c(CN2CC=C(c3ccccc3)CC2)cc1C(C)C	?	?	4.3%	i	0.0%	5.3	-5.6%	-29.0%	-6.3%
Cc1cc(OCC(=O)N2CCC(C(=O)O)CC2)c2c3c(c(=O)oc2c1)CCCC3	-5.4%	0.7%	7.4%	i	0.8%	4.0	4.3%	-7.1%	0.0%
C=C1C(=O)OC2C1CCC(C)C1(O)C=CC(=O)C21C (stereo not given)	?	?	?	11.2µM*	?	-108.6*	-34.6%	11.2µM*	?
OC(c1ccccc1)(c1ccccc1)C1CCNCC1	-30.6%[inhibitor]	0.3%	-2.0%	i	-19.3%	-18.8	20.6%	8.5%&-3.6%	0.0%
O=C(NC1(C(F)(F)F)Oc2ccccc2O1)N1CCC2(CC1)OCCO2	?	25.5%	?	?	?	20.5	-19.3%	0.1%	-17.3%
CC(C)C(=O)c1cn(Cc2ccc(C#N)cc2)c2ccccc12	22.7%	15.0%	-28.3%	i	-2.5%	-10.0	-1.7%	-5.8%	?
CCOc1ccc(C(C)=O)cc1Cn1ccsc1=N	-13.0%	-5.9%	-6.4%	i	-13.0%	-3.3	-22.4%	12.7%	2.2%
COc1ccc2c(c1)CC1(CN2C)C(=O)NC(=O)N(c2ccc(C)cc2)C1=O (stereo not given)	1.5%	-5.5%	-2.0%	?	-0.1%	37.4	-7.0%	5.2%	10.9%
COc1ccc(C(=O)Oc2cccc3cccnc23)cc1S(=O)(=O)N1CCOCC1	?	?	?	i	-11.1%	-2.1	12.6µM*	-11.5%	1.2%
CN(C)c1ccc([P+](=O)c2ccc(N(C)C)cc2)cc1	-0.8%	-0.8%	1.6%	i	4.5%	-21.0	-2.0%	10.5%	-10.7%
O=C(C1CC(=O)N(C2CCCC2)C1)N1CCC2(CC1)OCCO2 (stereo not given)	0.5%	-0.5%	-3.0%	i	8.4%	13.5	-2.2%	11.4%	-2.2%
COc1ccc(CN2C(=O)NC(=O)/C(=C/c3ccc(OC)c(OC)c3OC)C2=O)cc1	?	-8.0%	-7.5%	i	11.3%	/	-43.1%	12.7%	-16.2%
COC(=O)C1=C(c2ccc(OC)c(OC)c2)C[C@@H]2CC[C@H]1N2C(=O)N1CCC(O)CC1	3.9%	-47.0%[inhibitor][9.22 µM]	15.2%	i	15.2%	10.7	0.2%	3.1%	-3.4%
O=C1CC(N2CCN(c3ccccc3)CC2)C(=O)N1CCc1ccccc1 (stereo not given)	?	-2.7%	4.8%	i	5.4%	-2.7	0.9%	0.3%	-1.5%
CN(C)CCCN=Cc1c(O)n(Cc2ccco2)c(=O)[nH]c1=O	-10.7%	1.2%	-6.7%	i	-2.1%	-6.9	3.7%	-5.1%	10.7%
Cc1cccc(-n2c(-c3cccs3)nc3ccccc3c2=O)c1	19.3%	11.7%	2.5%	?	6.6%	24.0	-10.3%	1.4%	-8.0%
N#Cc1ccc(NC(=O)CN2C(=O)NC3(CCCCCCC3)C2=O)cc1Cl	2.6%	-5.6%	?	i	-4.5%[9.24 µM]	5.7	-33.7%	-21.7%	2.6%
CC(C)N1C(=O)CC2(CC[N+](C)(CCOC(=O)C(O)(c3ccccc3)c3ccccc3)CC2)C1=O (stereo not given)	-0.5%	1.3%	13.8%	i	11.8%	0.0	4.2%	-3.0%	-0.2%
NCCc1c[nH]c2ccc(OCc3ccccc3)cc12	?	?	-4.0%	i	-2.3%	/	-8.6%	-0.3%	4.4%
O=C(Nc1ccc(Br)cc1)N1C[C@H]2C[C@@H](C1)c1cccc(=O)n1C2	?	-20.1%	5.4%	i	7.2%	1.9	-20.8%	1.9%	0.0%
CCOC(=O)Cn1c(=O)oc2cc(S(=O)(=O)NCc3ccccn3)ccc21	1.4%	4.0%	0.2%	i	0.2%	20.1	-17.7%	-6.5%	-9.7%
CC[C@H]1CN2CCC1C[C@H]2[C@H](O)c1ccnc2ccc(OC)cc12 (stereo not given in full)	0.3%	-2.4%	-14.4%	i	?	0.0	-16.1%	-3.4%	0.0%

Screening results deposited in PubChem by National Center for Advancing Translational Sciences (NCATS).
